Assay outcomes as filed in PubChem.
HEK293 NOD2/NF-kB = inhibition of NOD2-driven NF-kB reporter – cell-based, luminescence, uHTS, HEK293 (AID 1566); HEK293 NOD2/NF-kB luciferase reporter, luminescence; higher % means a stronger effect; inhibition, % at 4 µM; hits with a dose series show EC50 in µM; hit rate 0.63% among 290,000; note: many of its hits are not listed in these tables
M1AAP inhibition = P. falciparum M1AAP inhibitors, biochemical, fluorogenic H-Leu-NHMec substrate, 1536-well (AID 1445) | recombinant M1AAP, H-Leu-NHMec fluorogenic kinetic assay; higher % means a stronger effect | inhibition, % at 30 µM; hits with a dose series show IC50 in µM | hit rate 0.42% among 220,000;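 active = primary inhibition above the hit cutoff, then over 50% inhibition at one or more dose response concentrations, cut at about 23% in these data, passing the limit was not always enough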;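 note: plate controls were DMSO full reaction for no effect and no enzyme background for full effect; strong numbers were not always called active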
AID2073 = disruptors of CaV2.2 binding to Mint1 – biochemical, HTRF (AID 2073); hit rate 0.19% among 290,000; HTRF protein-protein interaction, Mint1-CaV2.2; higher % means a stronger effect; inhibition, % at 20 µM, or IC50 in µM where a hit was titrated; in the data active = inhibition mostly above about 51%, no sharp cut-off; note: some results filed as inactive read as strong as hits
Dynein transport = dynein cargo transport inhibition; 3617.4 mouse cells, GR-EGFP nuclear translocation imaging; test concentration mostly 20 µM; stimulated with dexamethasone, 1 µM; active compounds read low; z-score, hits read low; hit rate 0.47% among 220,000;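 active = plate z-score of nuclear minus cytoplasmic receptor signal below a set negative limit, without overly bright fluorescence or cell loss, cut at about -3.5 in these data, passing the limit was not always enough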;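 note: z-score of nuclear minus cytoplasmic ring GR-EGFP intensity difference per well; some compounds called inactive have numbers as strong as hits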
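medium = tetracycline-free induction medium containing charcoal-stripped FBS | probe or stimulus = dexamethasone, 1.0 µM final | timing = 48 h induction, then 1 h compound, then 30 min agonist, 37 °C | detection = automated 10x imaging of fixed Hoechst-stained cells | read-out basis = nuclear versus cytoplasmic GR-EGFP signal, averaged per well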
GPR55 beta-arrestin = selective activators of receptor GPR55 – imaging, U2OS cells, beta-arrestin-GFP redistribution, primary screen (AID 1961). U2OS GPR55 beta-arrestin-GFP redistribution imaging; higher % means a stronger effect. activation, % at 10 µM; hits with a dose series show EC50 in µM. hit rate 0.048% among 290,000;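 active = activation above 40% with more than 50 cells counted in the well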;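 note: U2OS osteosarcoma cells stably expressing GPR55 and beta-arrestin-GFP; plate controls were DMSO negative control for no effect and LPI positive control for full effect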
NOD1 inhibition = NOD1 signaling inhibitors, primary screen, cell-based, luminescence, uHTS (AID 1578). hit rate 1% among 290,000. inhibition, % at 4 µM; hits with a dose series show EC50 in µM. NOD1-driven NF-kB luciferase reporter cells, luminescence; higher % means a stronger effect; in the data active = inhibition mostly above about 36%, no sharp cut-off; inactive = mostly below about 34%;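 note: HEK-293T reporter cells stimulated with the NOD1 agonist gamma-tri-DAP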
M17LAP inhibition = P. falciparum M17LAP inhibitors, primary screen, biochemical, fluorogenic H-Leu-NHMec substrate, 1536-well (AID 1619) | recombinant M17LAP, H-Leu-NHMec fluorogenic kinetic assay; higher % means a stronger effect | inhibition, % at 30 µM, or IC50 in µM where a hit was titrated | hit rate 0.38% among 220,000;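 active = compound inhibiting the enzyme by more than half at any dose during confirmatory dose-response retesting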;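 note: plate controls were full reaction with DMSO carrier for no effect and no enzyme background for full effect; strong numbers were not always called active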
KOR beta-arrestin-1 = kappa opioid receptor blockers – cell-based, luminescence, uHTS (AID 1778); KOR beta-arrestin recruitment, luminescence, antagonist mode; higher % means a stronger effect; one-dose inhibition, % at 10 µM; IC50 in µM for titrated hits; hit rate 0.091% among 290,000; note: strong numbers were not always called active
KOR beta-arrestin-2 = KOR agonists, beta-arrestin recruitment, primary screen, cell-based, luminescence, uHTS (AID 1777); hit rate 0.02% among 280,000; activation, % at 10 µM; hits with a dose series show EC50 in µM; KOR beta-arrestin recruitment, luminescence; higher % means a stronger effect; in the data active = activation above about 50%, passing the limit was not always enough; note: a part of the inactive calls stands beside numbers as strong as those of hits
Dynein transport cytoplasmic EGFP = second read-out of Dynein transport, no call of its own (marks repeat the call); z-score; measured here: cytoplasmic GR-EGFP intensity; active compounds read high
Dynein transport nuclear GR-EGFP = also measured in Dynein transport; calls as there; z-score; measured here: nuclear GR-EGFP intensity;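 lower value marks the stronger effect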
Dynein transport cell count = recorded beside Dynein transport, whose call it bears; z-score; measured here: cell count per field
An asterisk follows results filed as active; . = not tested or not shown; [ ] = dose if it differs, or a comment. Cut-off read from the data, not from the text of the source, unless noted: active = inhibition above about 50%; inactive = the rest.

SMILES	HEK293 NOD2/NF-kB	M1AAP inhibition	AID2073	Dynein transport	Dynein transport cytoplasmic EGFP	Dynein transport nuclear GR-EGFP	Dynein transport cell count	GPR55 beta-arrestin	NOD1 inhibition	M17LAP inhibition	KOR beta-arrestin-1	KOR beta-arrestin-2
COC(=O)c1sc(NC(=O)C(C)c2ccccc2)nc1C (centres undefined)	-1%	12%	4%	-1.2	-0.056	-0.98	1.6	0.2%	-3%	14%	.	-0.4%
CN(C)CCNC(=O)c1nn(C)c2c1CCc1ccccc1-2	14%	.	9%	.	.	.	.	0.0%	-5%	.	-14%	-0.2%
CCCC(=O)N(CCN1CCOCC1)c1nc2c(C)cccc2s1	-2%	.	5%	.	.	.	.	0.2%	-8%	.	-27%	0.4%
C=CCN(C(=O)CSc1nc2[nH]ncc2c(=O)n1-c1ccccc1OC)c1ccccc1	0%	4%	-5%	2.3	0.33	1.5	-2	-0.3%	-29%	15%	14%	2.8%
CC(CN1CCN(Cc2ccccc2)CC1)c1ccccc1 (centres undefined)	-10%	.	6%	.	.	.	.	0.0%	-15%	.	-20%[20 µM]	0.4%
COc1ccc2c(c1)C=C(C(=O)OCc1cccnc1)CO2	8%	12%	20%	-0.67	-0.35	-0.35	1.4	-0.4%	11%	6%	3%	0.0%
Cc1ccc(C(=O)n2c(-c3ccccc3)cnc2SCC(=O)Nc2ccccc2)cc1	-45%	1%	-12%	-1.2	-0.24	-1	0.92	-0.2%	-41%	7%	30%	-1.0%
Cc1csc(NC(=O)C(CC(C)C)NS(=O)(=O)c2ccc3c(c2)oc(=O)n3C)n1 (centres undefined)	-6%	1%	-5%	-0.034	-0.11	0.28	-0.09	-0.2%	-2%	15%	4%	-2.7%
O=C(NCc1cccnc1)C(=O)NCC1OCCN1S(=O)(=O)c1ccc(Cl)cc1 (centres undefined)	14%	0%	4%	-0.82	-0.11	0.5	0.18	-0.3%	-10%	9%	-21%	-1.7%
CN(CC(=O)Nc1ccc(N2CCOCC2)cc1)CC(=O)Nc1ccc(N2CCOCC2)cc1	-20%	4%	-4%	1.6	-0.12	1.8	-2.1	-1.9%	-16%	14%	11%	-0.8%
O=C(COc1ccccc1Cl)Nc1ccc(N2CCN(C(=O)c3ccccc3)CC2)cc1	1%	.	-2%	.	.	.	.	-0.2%	24%	.	-30%	3.3%
COC/C=C/C1=CC2=CC(=O)C(C)(OC(=O)c3cnc4ccccc4n3)C(=O)C2=CN1c1ccc(CO)cc1 (centres undefined)	-1%	.	10µM*	.	.	.	.	0.5%	-13%	.	-21%[20 µM]	-1.7%
Cc1occc1C(=O)Nc1cccc(Cl)c1Cl	-13%	.	7%	.	.	.	.	-0.1%	-54%	.	6%	-5.0%
Cc1cc(C(=O)Nc2ccccc2N2CCOCC2)c(C)o1	-17%	-5%	1%	1.2	-0.27	0.42	0.0033	1.0%	-9%	-7%	.	1.6%
CCn1c(=O)n(Cc2ccco2)c(=N)c2c3c(sc21)COC(C)(C)C3	19%	1%	-6%	-0.72	-0.14	-0.55	0.76	0.6%	-19%	-4%	10%	-1.5%
CCOc1ccc(N(C)c2ccc(/C=C3/SC(=S)NC3=O)cc2)cc1	-3%	.	20%	.	.	.	.	-0.2%	44%	.	-79%	-3.0%
Cc1ccc(S(=O)(=O)N2CCOC2C(Cl)(Cl)Cl)cc1 (centres undefined)	13%	1%	3%	0.22	-0.15	0.66	-0.39	-0.1%	-10%	3%	-7%	3.6%
O=C(Nc1ccc(F)cc1)c1cc(S(=O)(=O)N2CCOCC2)cs1	4%	.	0%	.	.	.	.	-0.1%	2%	.	-6%	1.2%
CN(C)N1C(N)=C(C#N)C(c2ccc(F)cc2)C2=C1CC(C)(C)CC2=O (centres undefined)	-11%	.	3%	.	.	.	.	0.0%	-4%	.	12%	-5.1%
O=C(O)c1cccnc1Br	7%	-3%	3%	-0.14	-0.21	-0.061	0.39	0.6%	-12%	0%	1%	-6.1%

In the list so far, these contain two or more sulfur atoms.
SMILES	HEK293 NOD2/NF-kB	M1AAP inhibition	AID2073	Dynein transport	Dynein transport cytoplasmic EGFP	Dynein transport nuclear GR-EGFP	Dynein transport cell count	GPR55 beta-arrestin	NOD1 inhibition	M17LAP inhibition	KOR beta-arrestin-1	KOR beta-arrestin-2
Cc1csc(NC(=O)C(CC(C)C)NS(=O)(=O)c2ccc3c(c2)oc(=O)n3C)n1 (centres undefined)	-6%	1%	-5%	-0.034	-0.11	0.28	-0.09	-0.2%	-2%	15%	4%	-2.7%
CCOc1ccc(N(C)c2ccc(/C=C3/SC(=S)NC3=O)cc2)cc1	-3%	.	20%	.	.	.	.	-0.2%	44%	.	-79%	-3.0%
O=C(Nc1ccc(F)cc1)c1cc(S(=O)(=O)N2CCOCC2)cs1	4%	.	0%	.	.	.	.	-0.1%	2%	.	-6%	1.2%

Remaining list, next part
SMILES	HEK293 NOD2/NF-kB	M1AAP inhibition	AID2073	Dynein transport	Dynein transport cytoplasmic EGFP	Dynein transport nuclear GR-EGFP	Dynein transport cell count	GPR55 beta-arrestin	NOD1 inhibition	M17LAP inhibition	KOR beta-arrestin-1	KOR beta-arrestin-2
COc1ccc(NC2=CC(=O)CC(c3ccccc3)C2)cc1 (centres undefined)	-1%	8%	0%	-0.16	-0.2	-0.022	0.92	0.2%	-31%	8%	-21%[20 µM]	-3.0%
COC(=O)C(C(=O)OC)c1ccc(N)cc1	7%	-2%	-7%	0.48	-0.22	0.65	-1	1.7%	-18%	-5%	10%	-0.9%
CCCCCCN=C(C)c1ccccc1O	25%	-5%	2%	1.1	-0.3	0.13	0.31	0.6%	11%	-13%	-10%	5.5%
N/C(=N\OC(=O)Nc1cccc(C(F)(F)F)c1)c1ccno1	0%	4%	4%	2.2	-0.13	1.6	-2.2	-0.3%	-6%	-10%	4%	.
O=S(=O)(c1cccc(S(=O)(=O)N2CCC(n3nnc4ccccc43)CC2)c1)N1CCCCC1	-14%	1%	18%	-0.061	-0.2	-0.03	0.25	-0.2%	18%	10%	-6%	2.1%
CCC1Oc2ccc(C)cc2N(CC(=O)NCCC2=CCCCC2)C1=O (centres undefined)	-4%	7%	1%	1.1	-0.099	0.87	-0.53	-0.1%	-25%	1%	-7%	2.5%
COc1ccccc1NC(=O)CSc1nnnn1C	15%	-2%	-5%	1.7	-0.3	0.6	-1	0.7%	9%	5%	2%	0.4%
O=C(c1ccc(NC2=NC3CS(=O)(=O)CC3S2)cc1)N(CCO)Cc1ccccc1 (centres undefined)	4%	.	-4%	.	.	.	.	-0.4%	-24%	.	-17%	0.6%
Nn1c(SCC(=O)Nc2ccc3c(c2)OCO3)nnc1C(F)(F)F	-1%	-5%	4%	-0.73	-0.31	-0.4	0.71	0.6%	-4%	14%	-3%[20 µM]	-4.1%
CCOc1cc(N2CCOCC2)c(OCC)cc1NC(=O)COC(=O)c1cccc2ccccc12	18%	-1%	5%	-0.18	-0.25	-0.25	0.34	-0.2%	-3%	-4%	-47%	8.7%
CC(=O)c1c(C(C)=O)c(C)n(-c2ccc(N)c(C)c2)c1C	22%	12%	-5%	1.1	-0.14	0.59	-1.6	-0.2%	-10%	3%	-21%	-2.0%
COc1cc(OC)cc(C(=O)NCCCN2CCOCC2)c1	18%	7%	17%	0.89	-0.22	0.15	0.016	0.1%	-30%	-5%	14%	4.7%
CCCN(C(=O)CSc1nnnn1-c1ccccc1OC)C1CCS(=O)(=O)C1 (centres undefined)	10%	.	7%	.	.	.	.	0.0%	-18%	.	0%	0.0%
O=C(O)Cc1sc(NC2CCCCC2)nc1-c1ccc(Cl)cc1	-10%	.	-11%	.	.	.	.	-0.2%	-12%	.	-70%	8.1%
COc1ccc(S(=O)(=O)c2c(O)c3ccc(C(=O)Nc4ccccc4)cc3[nH]c2=O)cc1	7%	.	10%	.	.	.	.	0.2%	-12%	.	-30%	-1.5%
COc1ccc(Cl)cc1NC(=O)CCN1CCN(c2ccccc2C)CC1	4%	5%	-5%	-0.46	-0.17	0.013	0.32	-0.1%	-29%	-12%	5%	2.5%
CN(C)/C=N/C(=S)Nc1ccc(Cl)cc1Cl	-68%	4%	-8%	-0.64	-0.31	-0.21	0.39	-0.1%	-39%	-2%	-40%[20 µM]	-0.4%
O=C(Cn1nc(-c2ccc(Cl)cc2)c2ccccc2c1=O)Nc1cccnc1	-9%	1%	-1%	0.17	-0.16	0.19	0.092	0.1%	-15%	-3%	-11%	-0.4%
Cc1[nH]c2c(C)cccc2c(=O)c1CN1CCCCCC1	9%	.	-11%	.	.	.	.	0.3%	-3%	.	13%	-1.9%
CCOc1ccc(N2C(=O)C3C4C=CC(CC4)C3C2=O)c([N+](=O)[O-])c1 (centres undefined)	14%	5%	14%	-0.97	-0.15	0.15	-0.098	0.2%	-8%	-1%	14%	0.4%
COc1ccc(C(=O)Nc2ccc(-c3nnn(CC(=O)N4CCN(C(=O)c5ccco5)CC4)n3)cc2)cc1	-11%	5%	37%	-0.93	-0.16	-0.42	0.71	0.2%	-7%	-15%	-14%[20 µM]	-7.0%
CC(=O)Nc1ccc(NC(=O)c2sc3nc4c(c(-c5ccc(C)cc5)c3c2N)CCC4)cc1	-12%	-3%	29%	-0.56	-0.086	-0.28	0.84	-0.3%	-50%	-5%	11%	40%
O=C(NCCN1CCN(C(=O)c2cccc(Br)c2)CC1)C(=O)NCc1ccccc1	0%	.	0%	.	.	.	.	-0.2%	-17%	.	-25%	5.0%
CCC(C(=O)OC)n1cnc2c(nnn2-c2cccc(Cl)c2)c1=O (centres undefined)	-4%	0%	5%	-0.53	-0.2	-0.1	0.41	0.3%	8%	4%	16%	5.4%
COc1ccc2cc(CN(Cc3cccs3)Cc3nnnn3Cc3ccccc3)c(=O)[nH]c2c1	6%	1%	5%	1.5	0.17	1.9	-2.5	-0.2%	-7%	-14%	2%	0.4%
CNC(=O)c1c(C)noc1C	-1%	0%	0%	0.55	-0.032	0.33	-1.5	-0.5%	-28%	-6%	-34%	0.2%
CCC1CCCCN1c1cc(C)nc2cc(-c3cccc(C)c3)nn12 (centres undefined)	24%	4%	-7%	0.34	0.55	0.65	0.8	0.0%	24%	-3%	4%	1.9%
N#Cc1ccc(-n2nccc2-c2cnc3n(c2=O)CCS3)cc1	10%	-6%	14%	0.24	0.14	0.5	-0.058	-0.2%	-6%	-7%	29%	-3.5%
CCOc1c(OC(C)=O)ccc(/C=C/c2ccc3cccc(OC(C)=O)c3n2)c1[N+](=O)[O-]	-14%	0%	4%	-0.41	-0.22	-0.36	0.54	0.2%	-8%	5%	-34%	3.3%
O=c1ccc2cc3c(-c4ccccc4)coc3cc2o1	-7%	.	14%	.	.	.	.	0.0%	-2%	.	17%	-7.2%

This is a subset; the hit share may differ from the screen's.
